Bioassay records (PubChem BioAssay)
Yfh1-off respiration – enhancers of respiration in Yfh1-depleted yeast, dose response, Friedreich's ataxia, plus single-dose screen (AID 1465). S. cerevisiae Yfh1-off respiration, WST-1 reduction, 72 h; higher fold induction means a stronger effect. one-dose fold induction at 50 µM; EC50 in µM for titrated hits. 220,000 tested, 0.074% active;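 active means fold induction of absorbance versus untreated yeast above a set limit, then at least 30% activation at any dose in follow-up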;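 further: activators that raise dye reduction in frataxin-depleted yeast; strong numbers were not always called active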
Ins promoter up – insulin promoter activators in MIN6 cells, imaging, high-content screening, mouse beta cells. 190,000 tested, 0.3% active. z-score at 5 µM. MIN6 insulin promoter-GFP reporter; hits give high values;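 active means z-score above 3 at 5 µM with at least 500 cells counted in the well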
Dynein cargo inh – inhibitors of GR-EGFP nuclear translocation, primary screen, dynein cargo transport inhibitor project, imaging, high-content, 3617.4 mouse cells | test concentration mostly 20 µM; stimulated with dexamethasone, 1 µM; hits give low values | z-score, hits read low | 220,000 tested, 0.47% active;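 active means plate z-score of nuclear minus cytoplasmic receptor signal below a set negative limit, without overly bright fluorescence or cell loss, cut at about -3.5 in these data, passing the limit was not always enough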;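 further: z-score of nuclear minus cytoplasmic ring GR-EGFP intensity difference per well; some compounds called inactive have numbers as strong as hits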
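Also added – dexamethasone, 1.0 µM final · Buffer or medium – tet-free, stripped-serum medium · Schedule – induction 48 h, compound 1 h, agonist 30 min · Detection – formaldehyde fixation, Hoechst nuclear stain, 10x automated fluorescence imaging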
PMI inhibitors – inhibitors of human PMI, primary screen, biochemical, fluorescence intensity, coupled assay (AID 1209); purified PMI enzyme, coupled fluorescence intensity; higher % means a stronger effect; Mannose-6-phosphate isomerase (Homo sapiens); 190,000 tested, 0.42% active; inhibition, % at 20 µM, or IC50 in µM where a hit was titrated;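 further: plate controls were DMSO vehicle for no effect and wells lacking substrate for full effect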
Autophagy mod – autophagy modulators in MEF cells, primary screen, imaging, high-content, MEF GFP-LC3 | 190,000 tested, 0.98% active | calls only at 10 µM (by protocol) | AID 463193, 2010 | MEF GFP-LC3 puncta imaging; test concentration mostly 10 µM;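 active means percentage of spot-positive cells more than 3 SD above its plate mean, without a fluorescence outlier flag or 80% toxicity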;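 further: spot-positive cell cutoff set from DMSO-treated cells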
bCat nuc transl – modulators of beta-catenin nuclear translocation, primary screen, imaging, HeLa cells, immunofluorescence, high-content; 190,000 tested, 0.3% active; nuclear translocation activity, % at 5 µM; AID 1665, 2009;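 active means nuclear translocation activity above 50% at 5 µM, with a well cell count of 50 or more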;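 further: per-cell ratio of nuclear to cytoplasmic median beta-catenin stain intensity; plate controls were DMSO negative control for no effect and GSK-3 inhibitor IX positive control for full effect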
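Test system: human HeLa cells, native beta-catenin. Compound dosing: 5 µM primary single dose, 0.1% DMSO, 0.02–20 µM confirmation series. Incubation: compound exposure 24 h at 37°C. Detection: beta-catenin immunostaining with DAPI counterstain, 20x imaging, 6 fields/well. Read-out basis: Nuclear/cytoplasmic beta-catenin signal ratio, % activation.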
WT yeast gro inh – growth inhibition of WT strain, primary screen, mitochondrial fusion inhibitor project, WT and mutant strains, chemical genetic; 190,000 tested, 2.1% active; mitochondrial fusion phenotypic screen; AID 1362, 2008; inhibition, % at 10 µM; in the data active means inhibition above about 58%; tested in S. cerevisiae
human PMI inhibitors – human PMI inhibitors, high substrate, primary screen, biochemical, fluorescence intensity, high mannose 6-phosphate (AID 1220); Mannose-6-phosphate isomerase (Homo sapiens); recombinant PMI enzyme, coupled fluorescence intensity; higher % means a stronger effect; inhibition, % at 20 µM; hits with a dose series show IC50 in µM; 190,000 tested, 0.66% active
MT stabilize HCS – microtubule stabilizers in HeLa cells, primary screen, imaging, high-content imaging. 200,000 tested, 0.83% active. HeLa tubulin immunostaining HCS, 24 h; share of cells brighter than vehicle mean+2SD. % tubulin-high responders, % at 10 µM;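 active means plate Z-score above 3 for both tubulin-high and condensed-nucleus cell shares, with cell loss under 80%, at 10 µM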;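 further: anti alpha tubulin signal scored within the nucleus-defined area of each cell; some results filed as inactive read as strong as hits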
WT yeast gro inh mutant strain – also measured in WT yeast gro inh; calls as there; inhibition, %; mitochondrial fusion phenotypic screen, mutant strain inhibition
Dynein cargo inh cytoplasmic EGFP – further read-out of Dynein cargo inh, marked with its call; z-score; measured here: cytoplasmic GR-EGFP intensity; hits give high values
Dynein cargo inh nuclear GR-EGFP – recorded beside Dynein cargo inh, whose call it bears; z-score; measured here: nuclear GR-EGFP intensity;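 lower value marks the stronger effect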
Dynein cargo inh cell count – also measured in Dynein cargo inh; calls as there; z-score; measured here: cell count per field
Ins promoter up cell count – second read-out of Ins promoter up, no call of its own (marks repeat the call); cell count; measured here: cytotoxicity, nuclei count;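 total cells summed across four imaged fields per well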
bCat nuc transl cell count 5 µM – also measured in bCat nuc transl; calls as there; cell count; measured here: cell count, cytotoxicity flag
MT stabilize HCS Hoechst-high % – further read-out of MT stabilize HCS, marked with its call; % Hoechst-high responders; measured here: nuclear condensation Hoechst responders;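 share of cells brighter than vehicle mean plus two SD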
MT stabilize HCS cytotoxicity % – second read-out of MT stabilize HCS, no call of its own (marks repeat the call); toxicity, %; measured here: cytotoxicity by cell density;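 0% = mean cell density of plate MIN control wells and 100% = no cells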
Autophagy mod cell loss 18 h – recorded beside Autophagy mod, whose call it bears; toxicity, %; measured here: cell loss, nuclei count;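 cell loss after 18 h compound exposure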
The depositor's hits bear a star; i = inactive; x = not tested or not shown. Unless noted, no stated cut-off is given here; in the data, active means inhibition above about 50%; inactive means the rest.

SMILES	Yfh1-off respiration	Ins promoter up	Ins promoter up cell count	Dynein cargo inh	Dynein cargo inh cytoplasmic EGFP	Dynein cargo inh nuclear GR-EGFP	Dynein cargo inh cell count	PMI inhibitors	Autophagy mod	Autophagy mod cell loss 18 h	bCat nuc transl	bCat nuc transl cell count 5 µM	WT yeast gro inh	WT yeast gro inh mutant strain	human PMI inhibitors	MT stabilize HCS	MT stabilize HCS Hoechst-high %	MT stabilize HCS cytotoxicity %
CC(OC(=O)c1snc(C(=O)NC2CCCCC2)c1N)C(=O)NC(C)(C)C (stereo unspecified)	i	x	x	-0.66	-0.036	0.023	0.054	-5%	i	1	-1.7	546	-8	-6	-1%	2.9	2.0	5.5
O=C(COc1ccccc1)NC1CCS(=O)(=O)C1 (stereo unspecified)	i	0.2	1438	-0.93	-0.15	-1.1	0.71	7%	i	-4	0.0	1567	-14	1	0%	2.4	2.2	4.1
O=C(Cc1cn2ccsc2n1)OCc1ccccc1	i	x	x	-0.47	-0.2	-0.18	0.72	14%	i	-11	-5.9	1115	-13	-11	7%	1.3	1.2	4.0
COc1ccc(-c2cc(C(=O)O)c3c(C)nn(-c4ccccn4)c3n2)cc1	i	-0.43	1497	-0.36	-0.16	-0.72	-0.071	-17%	i	-13	-0.8	1320	8	16	-18%	2.5	1.8	5.7
COc1cc(/C=C2/C(=O)NN(c3cccc(C)c3)C2=O)ccc1OC(=O)c1ccco1	i	-0.38	1345	0.03	-0.24	-0.022	-0.08	-15%	i	1	0.0	1000	4	-5	-23%	1.4	3.1	9.5
O=C(N1CCOCC1)N1CCN(C(c2ccccc2)c2ccccc2)CC1	i	-0.43	1762	-0.5	-0.27	-1.1	0.19	11%	i	4	1.1	1300	95*	-2.6*	7%	3.3	1.8	6.6
COc1ccccc1-c1nnc(NC(=O)c2cccc(N3C(=O)CCC3=O)c2)o1	i	0.16	1303	-0.31	-0.28	-0.39	0.76	15%	i	2	-1.0	889	1	-25	10%	4.0	2.6	4.0
Cn1c(N)c(C(=O)COC(=O)CN2C(=O)c3ccccc3C2=O)c(=O)n(C)c1=O	i	0.33	1739	-0.019	-0.18	-0.12	-0.051	-6%	i	-59	0.5	1091	-1	0	-5%	4.4	2.1	6.2
O=c1ccc(-c2nc3ccccc3n2Cc2ccccc2Cl)c[nH]1	i	-1.6	1496	-0.43	-0.34	-0.13	1	16%	i	24	-1.7	1012	29	11	19%	2.1	2.0	3.7
CC1(C)Cc2ccccc2/C(=C/C(=O)N2CCCCCC2)N1	i	-0.18	841	-2.2	0.012	-1	0.4	-6%	i	5	-3.4	1203	11	15	-23%	1.4	2.1	5.5
Cc1ccc(-n2c(C)cc(/C=N/Nc3ccc([N+](=O)[O-])cn3)c2C)cc1	x	0.72	1274	0.16	-0.081	0.48	0.3	-6%	i	-29	-2.8	963	1	-2	-24%	2.0	1.2	6.8

Sorted by molecular weight (largest number first): part of the list above
SMILES	Yfh1-off respiration	Ins promoter up	Ins promoter up cell count	Dynein cargo inh	Dynein cargo inh cytoplasmic EGFP	Dynein cargo inh nuclear GR-EGFP	Dynein cargo inh cell count	PMI inhibitors	Autophagy mod	Autophagy mod cell loss 18 h	bCat nuc transl	bCat nuc transl cell count 5 µM	WT yeast gro inh	WT yeast gro inh mutant strain	human PMI inhibitors	MT stabilize HCS	MT stabilize HCS Hoechst-high %	MT stabilize HCS cytotoxicity %
COc1cc(/C=C2/C(=O)NN(c3cccc(C)c3)C2=O)ccc1OC(=O)c1ccco1	i	-0.38	1345	0.03	-0.24	-0.022	-0.08	-15%	i	1	0.0	1000	4	-5	-23%	1.4	3.1	9.5
Cn1c(N)c(C(=O)COC(=O)CN2C(=O)c3ccccc3C2=O)c(=O)n(C)c1=O	i	0.33	1739	-0.019	-0.18	-0.12	-0.051	-6%	i	-59	0.5	1091	-1	0	-5%	4.4	2.1	6.2
CC(OC(=O)c1snc(C(=O)NC2CCCCC2)c1N)C(=O)NC(C)(C)C (stereo unspecified)	i	x	x	-0.66	-0.036	0.023	0.054	-5%	i	1	-1.7	546	-8	-6	-1%	2.9	2.0	5.5
COc1ccccc1-c1nnc(NC(=O)c2cccc(N3C(=O)CCC3=O)c2)o1	i	0.16	1303	-0.31	-0.28	-0.39	0.76	15%	i	2	-1.0	889	1	-25	10%	4.0	2.6	4.0
COc1ccc(-c2cc(C(=O)O)c3c(C)nn(-c4ccccn4)c3n2)cc1	i	-0.43	1497	-0.36	-0.16	-0.72	-0.071	-17%	i	-13	-0.8	1320	8	16	-18%	2.5	1.8	5.7
Cc1ccc(-n2c(C)cc(/C=N/Nc3ccc([N+](=O)[O-])cn3)c2C)cc1	x	0.72	1274	0.16	-0.081	0.48	0.3	-6%	i	-29	-2.8	963	1	-2	-24%	2.0	1.2	6.8
CC1(C)Cc2ccccc2/C(=C/C(=O)N2CCCCCC2)N1	i	-0.18	841	-2.2	0.012	-1	0.4	-6%	i	5	-3.4	1203	11	15	-23%	1.4	2.1	5.5
O=C(Cc1cn2ccsc2n1)OCc1ccccc1	i	x	x	-0.47	-0.2	-0.18	0.72	14%	i	-11	-5.9	1115	-13	-11	7%	1.3	1.2	4.0
O=C(COc1ccccc1)NC1CCS(=O)(=O)C1 (stereo unspecified)	i	0.2	1438	-0.93	-0.15	-1.1	0.71	7%	i	-4	0.0	1567	-14	1	0%	2.4	2.2	4.1

This is a random part of the collection (roughly 5% active in at least one column).
